# GRP78 ERSR act: qHTS for Inducers of the Endoplasmic Reticulum Stress Response (ERSR) in Human Glioma: qHTS. U87-MG GRP78 promoter luciferase reporter, 16 h. Potency, µM, for inactives: at the highest dose activation, usual class: activators. actives 0.02% (n = 420,000). AID 602332, 2012; also: potency is read from the fitted curve at half-maximal effect; series mostly up to about 76 µM; % of control where 0% means no effect; nearly all actives have a fitted effect of over 35% in size
#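 ERSR induction read as luciferase luminescence (Bright-Glo, 10 min at room temperature) in stably transfected human U87-MG glioma cells exposed to compounds for 16 h, using GRP78 as sensor.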
# D1 agonist: Allosteric Agonists of the Human D1 Dopamine Receptor: qHTS; AID 504660, 2011; HEK293 T-REx D1 cells, calcium flux, agonist mode; D(1A) dopamine receptor (Homo sapiens), P21728; activation, % at 2 µM; actives 1% (n = 360,000); in the data active = activation above about 30%; also: 0% is about no effect
# Target sequence (P21728 whole entry, looked up): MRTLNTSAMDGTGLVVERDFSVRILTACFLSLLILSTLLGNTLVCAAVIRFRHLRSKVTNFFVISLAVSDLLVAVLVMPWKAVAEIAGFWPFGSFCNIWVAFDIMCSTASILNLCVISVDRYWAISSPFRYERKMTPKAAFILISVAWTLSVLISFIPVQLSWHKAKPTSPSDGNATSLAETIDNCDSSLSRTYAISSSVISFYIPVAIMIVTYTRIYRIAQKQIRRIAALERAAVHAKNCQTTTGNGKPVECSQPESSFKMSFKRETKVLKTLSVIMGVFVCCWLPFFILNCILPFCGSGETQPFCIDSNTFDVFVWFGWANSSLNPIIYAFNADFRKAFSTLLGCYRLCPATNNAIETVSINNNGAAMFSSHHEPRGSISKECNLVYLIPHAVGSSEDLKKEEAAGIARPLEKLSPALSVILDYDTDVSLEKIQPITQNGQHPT
#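 Tetracycline-induced HEK293 TREx D1 cells, force-coupled to calcium signalling, were dye-loaded with a no-wash calcium kit. Compound was pin-added after a 10 s baseline. Fluorescence was read kinetically at 1 cycle/s for 180 s, with calcium rises flagged as agonism.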
# D2 PAM: HTS Assay for Positive Allosteric Modulators of the Human D2 Dopamine Receptor: Primary Screen for Potentiators; D(2) dopamine receptor (Homo sapiens), P14416; HEK293 T-REx D2, calcium flux, EC20 dopamine potentiation; potentiation, % at 10 µM; actives 0.34% (n = 340,000);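 active = potentiation over 3 SD above the plate norm, cut at about 30% in these data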; also: 0% is about no effect
# Target sequence (P14416 whole entry, looked up): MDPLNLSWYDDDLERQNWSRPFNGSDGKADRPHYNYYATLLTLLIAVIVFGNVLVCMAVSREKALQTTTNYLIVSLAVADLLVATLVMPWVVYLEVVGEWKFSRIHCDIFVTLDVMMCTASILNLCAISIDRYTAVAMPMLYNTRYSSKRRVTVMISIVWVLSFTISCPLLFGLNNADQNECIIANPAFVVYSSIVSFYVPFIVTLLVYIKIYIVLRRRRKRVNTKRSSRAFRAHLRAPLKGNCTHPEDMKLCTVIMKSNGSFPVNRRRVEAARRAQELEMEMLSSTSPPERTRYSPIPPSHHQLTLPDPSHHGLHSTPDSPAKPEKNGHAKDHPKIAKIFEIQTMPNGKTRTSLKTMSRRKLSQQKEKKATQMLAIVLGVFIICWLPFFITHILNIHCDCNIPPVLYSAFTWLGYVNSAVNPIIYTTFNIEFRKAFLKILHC
#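 Cells plated with tetracycline inducer and held overnight at 30 C; calcium dye loaded 30–90 min at room temperature; baseline taken, compound added and read 180 s; EC20 dopamine then added and read 180 s.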
# RXFP1 ag: qHTS Assay for Agonists of the Relaxin Receptor RXFP1; Relaxin receptor 1 (Homo sapiens), Q9HBX9; HEK293T-RXFP1 cAMP TR-FRET, 30 min; response scale: percent of porcine relaxin response, buffer zero; Potency, µM (top dose mostly 57.5 µM), inactives show at the top dose activation, actives largely listed as activators; actives 0.3% (n = 370,000); also: potency is read from the fitted curve at half-maximal effect; % is scaled to controls: 0 for no effect and ±100 for the full control effect; nearly all actives have a fitted effect of over 60% in size; many of its hits are not listed in these tables
#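 cAMP rise read by TR-FRET after 30 min, 37C compound exposure (up to 58 uM) in RXFP1-transfected HEK293 cells with Ro 20174 present. EC50 from Hill-equation fits, with 29 nM porcine relaxin as 100% and buffer as basal.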
# Vif-A3G inh: qHTS for Inhibitors of Vif-A3G Interactions: qHTS. Potency, µM (titrated, usually from 46.1 µM), for inactives: at the top dose activity, negative = active, most hits filed as inhibitors. HeLa A3G-eYFP + Vif (tagged APOBEC3G with the HIV-1 protein that degrades it), YFP fluorescence, overnight. DNA dC->dU-editing enzyme APOBEC-3G (Homo sapiens), Q9HC16. AID 602310, 2012. actives 0.076% (n = 410,000);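 also: potency is read from the fitted curve at half-maximal effect; % is scaled to controls: 0 for no effect and ±100 for the full control effect; nearly all actives have a fitted effect of over 60% in size; hits raise eYFP signal because A3G escapes Vif-driven loss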
#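 HeLa cells stably expressing Vif and C-terminally eYFP-tagged A3G, seeded overnight at 37 deg C, then exposed to compound by pintool overnight at 37 deg C. Rise in yellow fluorescence (Ex 488/Em 500-530, Acumen) marks blocked Vif-driven A3G degradation.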
# Vif-APOBEC3F blk: qHTS for Inhibitors of Vif-A3F Interactions: qHTS; HeLa A3F-eYFP + Vif (tagged APOBEC3F with the HIV-1 protein that degrades it), YFP fluorescence increase; AID 602313, 2012; Potency, µM (top dose mostly 46.1 µM), for the others: at the highest dose activity, negative = active; actives 0.2% (n = 390,000); also: potency is read from the fitted curve at half-maximal effect; % of control where 0% means no effect; nearly all actives have a fitted effect of over 65% in size
#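 HeLa cells stably expressing Vif plus C-terminally eYFP-tagged A3F were seeded, incubated overnight at 37 deg C, dosed with compound, incubated overnight again at 37 deg C. Yellow fluorescence (Ex 488/Em 500-530) reported blocked Vif-mediated A3F-eYFP degradation.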
# D1 antag: Antagonist of Human D 1 Dopamine Receptor: qHTS; D(1A) dopamine receptor (Homo sapiens), P21728; HEK293 TREx D1 cells, calcium flux, dopamine EC80; hits give low values; activity change, negative = inhibition, % at 10 µM; actives 3.2% (n = 360,000); AID 504652, 2011; in the data active = activity change below about -30%; also: % is scaled to controls: 0 for no effect and ±100 for the full control effect
#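 HEK293 T-REx cells expressing inducible, force-coupled D1 receptor; no-wash Ca dye, 30–90 min RT. Cmpd → 180 s read at 1 Hz → EC80 DA → 180 s read.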
# D1 PAM: Potentiators of Human D1 Dopamine Receptor: qHTS | D(1A) dopamine receptor (Homo sapiens), P21728 | HEK293 TREx D1 cells, calcium flux, dopamine EC20 potentiation | potentiation, % at 10 µM | actives 0.036% (n = 360,000) | AID 504651, 2011; in the data active = potentiation above about 30%; also: 0% is about no effect
# RXFP1 antag: qHTS Assay for Antagonists of the Relaxin Receptor RXFP1. Relaxin receptor 1 (Homo sapiens), Q9HBX9. HEK293-RXFP1, relaxin-stimulated cAMP HTRF, 30 min; hits give low values. activity change, negative = inhibition, % at 57.5 µM. actives 0.59% (n = 350,000);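 active = activity change of -60% or lower, but not beyond a set lower limit; inconclusive = change between -60% and -40%, or beyond the set limit; inactive = change above -40%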; also: % is scaled to controls: 0 for no effect and ±100 for the full control effect
# Active calls of the source: *; ? = inconclusive; . = no result given; & = joins results of further samples; ! = repeats disagree. Unless noted, calls follow the shape of the dose curve; as a rule, active = well fitted curve in the direction sought with a large enough effect; inconclusive = small, poorly fitted or top-dose-only effect, or another doubt; inactive = no such curve, though single readings can be large; an effect the other way counts as inactive or inconclusive. This is a subset (hit frequency here may not be typical).
SMILES,GRP78 ERSR act,D1 agonist,D2 PAM,RXFP1 ag,Vif-A3G inh,Vif-APOBEC3F blk,D1 antag,D1 PAM,RXFP1 antag
Cn1c(=O)[nH]c(=O)c2c1nc(N1CCOCC1)n2CCSc1nnnn1-c1ccccc1,-2%,5,-7,-2.9%,-1%,3%,-1,3,-2
CC(=O)Nc1cc(C(=O)N(C)Cc2ccco2)ccc1Sc1ccc(Cl)cc1,-6%,10,0,0.7%,-2%,-4%,-7,5,-9
Cc1cc(NC(=O)COC(=O)c2cc(S(=O)(=O)N(C)c3ccccc3)ccc2Cl)no1,-3%,2,0,5.6%,3%,4%,-24,-3,8
Cc1[nH]c2ccc(Br)cc2c(=S)c1C/C=C/Cl,2%,9,-10,26%,2%,?,-12,-4,28
CC(C)NC(=O)C1CCCN(c2ncnc3c2nc2n3CCCCC2)C1 (stereo not drawn),0%,-1,3,0.6%,4%,0%,5,1,-3
CSc1cccc(NC(C)=O)c1,0%,1,4,1.4%,-4%,-1%,11,-6,6
CC1CCCCN1C(=O)C12CCC(C)(C(=O)C1)C2(C)C (stereo not drawn),-3%,2,.,-3.5%,0%,0%,-4,-2,1
C/C(=N\NC(=O)C1(C)CC1(Br)Br)c1cccc(NC(=O)c2ccc(C)o2)c1 (stereo not drawn),-9%,6,3,-2.1%,-6%,1%,-2,-5,?
CCOc1ccc(CCNC(=O)CN(C)S(=O)(=O)c2cccc3nsnc23)cc1OCC,-4%,4,-1,-2.3%,0%,-2%,8,-8,-8
CC(C)CC(=O)Nc1cccc(-c2nc3ccccc3o2)c1,6%,5,28,1.8%,-3%,-2%,2,-4,1
O=C(c1cc2ccccc2oc1=O)N1CCN(Cc2ccc3c(c2)OCO3)CC1,-1%,2,-8,2.4%,-4%,.,1,-3,-13
Cc1ccc(NC(=O)CN2C(=O)C3C4C=CC(C4)C3C2=O)cc1 (stereo not drawn),0%,1,-3,2.1%,2%,1%,-2,4,-7
O=C(N/N=C/c1ccoc1)c1cccc(OC(F)(F)C(F)F)c1,2%,.,.,.,0%,8%,.,.,-10
CCc1cc(=O)oc2c3c(cc(OCC(=O)NC4CC4)c12)OC(C)(C)CC3,-3%,1,-12,5.6%,-6%,-7%,-12,-6,.
CCn1nc(C)c(/C=C/C(=O)Nc2ccc(C)cc2C)c1C,-2%,4,5,3.5%,-3%,-5%,-7,-1,-2
Cc1ccc(CCNC(=O)CCNS(=O)(=O)c2ccc3c(c2)c(=O)n(C)c(=O)n3C)cc1,-1%,0,-15,0.9%,3%,6%,-4,-1,-3
Cn1c(=O)c(=O)n(C)c2cc(S(=O)(=O)N3CCCCCC3)ccc21,-3%,0,-3,4.7%,-3%,-1%,-20,-1,-27
COc1ccc(CNC(=O)C(=O)NC2CC(C)(C)NC(C)(C)C2)cc1,0%,-1,-4,0.2%,2%,0%,.,-3,-8
COc1ccc(CCNC(=O)COC(=O)Cc2cccc(F)c2)cc1,-4%,1,-5,1.1%,3%,-5%,5,0,-6
CCOc1c(Nc2cccc(Cl)c2)c(=O)c1=O,-3%,8,-24,1.2%,-3%,-2%,-1,-1,.
COCCn1c(SCC(=O)Nc2cccc(OC)c2)nc2c(oc3ccccc32)c1=O,-4%,4,-2,1.8%,?,-9%,10,-5,0
Cc1ccccc1NC(=O)/C(C#N)=C\c1cccnc1,-2%,1,2,0.1%,0%,2%,-2,-7,8
c1ccc(Cn2c(CSc3nnnn3-c3ccccc3)nc3ccccc32)cc1,0%,0,-8,0.6%,2%,-1%,-1,4,1
COc1ccc(CNC(=O)c2cnc(C)cn2)cc1,-7%,10,6,0.1%,-9%,2%,3,-7,-10
Cc1ccc(N2CCN(S(=O)(=O)c3ccc(Cl)c4ccccc34)CC2)c(C)c1,-4%,1,11,0.9%,-4%,-5%,0,-4,.

# Continued:
SMILES,GRP78 ERSR act,D1 agonist,D2 PAM,RXFP1 ag,Vif-A3G inh,Vif-APOBEC3F blk,D1 antag,D1 PAM,RXFP1 antag
CCOC(=O)C1=CC[C@H]2c3c(c4ccccc4n3C)C[C@H]1N2C,-3%,0,15,2.0%,0%,0%,.,-3,.
Cc1ccc(NC(=O)CCC(=O)N/N=C/C=C/c2ccccc2)cc1,-2%,3,-3,-0.7%,-5%,0%,-4,-3,-10
C=CCN1C(=O)c2ccc(C(=O)OCC(=O)N(C)C3CCCCC3)cc2C1=O,1%,7,7,0.7%,-4%,4%,-9,-5,-3
c1ccc(-c2nnc(CSc3nnc(-c4ccncc4)n3Cc3ccco3)o2)cc1,-3%,2,-1,0.7%,2%,-8%,1,-3,1
O=C(c1ccc2ccccc2n1)N1CCN(c2ccccn2)CC1,0%,2,-4,0.3%,0%,1%,5,-2,0
O=C(O)c1ccc(NC2(C(=O)O)CCCC2)cc1,-5%,.,.,.,1%,2%,.,.,-4
CSc1ccc(S(=O)(=O)NCCSC(C)(C)C)cc1,-4%,3,-5,0.3%,0%,4%,-13,-2,3
CCOC(=O)/C(C#N)=C1\C=CN(C)C(C)=N1,-6%,-1,2,0.2%,0%,5%,3,-1,-1
Cn1nc(C(=O)NCc2ccccc2Cl)c2c1-c1ccccc1S(=O)(=O)C2,-5%&-5%,3&0,-1&17,-0.5%&-2.3%,-6%&1%,2%&2%,-31*!,1&-1,-17&2
Cc1cc(C(=O)NC2CCCCCCC2)ccc1[N+](=O)[O-],11%,.,.,.,-7%,12%,.,.,15
COc1ccc2oc(-c3ccc(NC(=O)c4ccc(N5CCOCC5)c([N+](=O)[O-])c4)cc3)nc2c1,1%,0,4,0.5%,1%,2%,-8,-5,.
O=C(O[C@@H]1[C@H](Cc2ccccc2)NS(=O)(=O)[C@H]2C[C@@H]3C=C[C@]12O3)c1ccccc1Br,-2%,0,.,0.0%,1%,-1%,8,5,.
Cc1nc2ccc(C(=O)Nc3ccc(N(C)C)cc3)cc2s1,-4%,.,.,.,-3%,-11%,.,.,-11
COc1ccc(S(=O)(=O)N(C)C)cc1NCC(=O)Nc1cccc2ccccc12,-1%,.,.,.,-1%,9%,.,.,-26
Cc1ccc(S(=O)(=O)N2CCCC(C(=O)NCCC3=CCCCC3)C2)cc1 (stereo not drawn),-6%,2,-9,-0.1%,1%,4%,8,-2,-11
N#Cc1cc(-c2ccccc2)cnc1Sc1ccccc1,1%,.,.,-2.4%,-2%,0%,.,.,14
CC1=C(C(=O)Nc2cccnc2)C(c2ccc(Cl)cc2)n2nc(SCc3ccccc3)nc2N1 (stereo not drawn),-3%,1,-4,-0.6%,0%,-6%,5,-1,.
COc1cc(S(=O)(=O)N2CCN=C2c2ccccc2)ccc1F,-2%,3,-11,0.8%,?,-8%,-23,4,-6
O=C1NC(=O)C(=C2CCCCCC2)S1,-4%,1,-4,-1.5%,0%,2%,-5,2,-8
CCN(CC)S(=O)(=O)c1ccc(C(=O)Nc2nnc(C(C)C)s2)cc1,-4%,2,8,0.5%,-1%,1%,-40*,-12,9
Cc1[nH][nH]c(=O)c1C(c1cc(Br)ccc1O)c1c(C)[nH][nH]c1=O,-3%,4,12,3.3%,-4%,-6%,-2,2,-11
CCn1c(C)c(C)c2cc(C(=O)NCc3ccc(F)cc3)ccc21,-1%,34*,-17,-2.2%,-1%,5%,16,-4,-13
Nc1ccc(C(=O)NC23CC4CC(CC(C4)C2)C3)cc1,-8%,1,-19,-0.7%,2%,1%,-24,0,-10
CCN(CC(=O)Nc1ccccc1C(F)(F)F)C(=O)c1ccc(-n2nc(C)c(CCC(=O)OC)c2C)cc1,-4%,.,.,.,0%,-1%,.,.,-6
O=[N+]([O-])c1ccccc1/C=C/CN1CCC(O)CC1,-1%,3,.,-0.1%,0%,1%,2,-3,8

# Structures listed above marked active in D1 agonist:
Structure | GRP78 ERSR act | D1 agonist | D2 PAM | RXFP1 ag | D1 antag | D1 PAM | RXFP1 antag
CCn1c(C)c(C)c2cc(C(=O)NCc3ccc(F)cc3)ccc21 | -1% | 34* | -17 | -2.2% | 16 | -4 | -13

# (cont.)
SMILES,GRP78 ERSR act,D1 agonist,D2 PAM,RXFP1 ag,Vif-A3G inh,Vif-APOBEC3F blk,D1 antag,D1 PAM,RXFP1 antag
Cc1cc(C)cc(Oc2nc3c(C)cccn3c(=O)c2/C=C(\C#N)C(=O)NC2CCS(=O)(=O)C2)c1 (stereo not drawn),1%,1,8,1.2%,0%,-20%,-8,5,-12
COc1ccccc1NC(=O)NCc1ccc(C)n1C,6%,3,11,0.2%,1%,5%,-7,-9,-4
OCCN(Cc1ccccc1)Cc1cccc(C(F)(F)F)c1,-3%,2,-19,2.3%,-1%,0%,-23,-3,16
COc1ccc(Cl)cc1NC(=O)c1cc2ccccn2n1,-1%,3,1,-0.5%,3%,-2%,1,-3,-8
CN1CCN(NC(=O)CC(C)(C)C)CC1,-2%,2,-7,-1.0%,0%,12%,8,3,14
CC1=CC(C)C2COC(c3ccc[n+](C)c3)C1C2C (stereo not drawn),-3%,3,-2,-0.4%,0%,-17%,7,0,-5
COC(=O)C1=C(C)N=C2SCCC(=O)N2C1c1ccc(OCc2ccccc2)c(OC)c1 (stereo not drawn),-3%,7,16,1.3%,-7%,3%,-10,0,-10
CCCCc1ccc(NC(=S)NCC2CCCO2)cc1 (stereo not drawn),3%,6,-4,-0.5%,4%,?,-14,1,-3
O=C(NCC1CCCO1)c1c[nH]c2ccc(S(=O)(=O)Nc3cccc(C(F)(F)F)c3)cc2c1=O (stereo not drawn),-2%,0,-19,-0.8%,0%,1%,12,2,-27

# Compound activity: PubChem BioAssay, National Center for Advancing Translational Sciences (NCATS)
